PP5 primary: PP5 phosphatase inhibitors, primary screen, biochemical, fluorescence | Serine/threonine-protein phosphatase 5 (Homo sapiens), P53041 | purified PP5c, OMFP substrate fluorescence | inhibition, % at 6.7 µM | hit rate 0.18% among 320,000 | AID 1987, 2009;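 active = inhibition above the campaign's mean inhibition across all tested compounds plus 3 SD, cut at about 9.5% in these data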;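 also: 0% = DMSO only and 100% = 100 µM cantharidin control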
Target sequence (P53041 whole entry, looked up): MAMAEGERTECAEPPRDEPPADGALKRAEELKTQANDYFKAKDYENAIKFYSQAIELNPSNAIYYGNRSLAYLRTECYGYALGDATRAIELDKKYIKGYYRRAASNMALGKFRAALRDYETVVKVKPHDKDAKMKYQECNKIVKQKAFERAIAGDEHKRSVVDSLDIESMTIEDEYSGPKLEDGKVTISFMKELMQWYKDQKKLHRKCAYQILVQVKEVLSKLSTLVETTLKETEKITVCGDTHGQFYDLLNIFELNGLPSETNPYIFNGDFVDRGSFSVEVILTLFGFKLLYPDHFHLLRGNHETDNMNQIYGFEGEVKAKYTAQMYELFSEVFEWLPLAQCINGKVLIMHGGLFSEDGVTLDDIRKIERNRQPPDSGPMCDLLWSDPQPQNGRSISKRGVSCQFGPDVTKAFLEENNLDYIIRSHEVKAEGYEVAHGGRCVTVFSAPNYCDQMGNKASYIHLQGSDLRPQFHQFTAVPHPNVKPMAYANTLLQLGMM
Fh CTSL1 inh: Fasciola hepatica cathepsin L1 inhibitors, primary screen, counter-screen for PFM18AAP inhibitor project, biochemical, QFRET, fluorogenic peptide substrate | recombinant F. hepatica cathepsin L1, Z-Leu-Arg-MCA fluorescence | inhibition, % at 5.96 µM | hit rate 0.49% among 300,000 | AID 1906, 2009;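 active = inhibition above the mean of all tested compounds plus 3 SD, set per screening campaign, cut at about 17% in these data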;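 also: 0% = plate median of test compound wells and 100% = 1 µM Z-Phe-Ala-diazomethylketone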
Efflux pump mplx: inhibitors of Candida efflux pumps in yeast, primary screen, S. cerevisiae, Nile Red, multiplex. inhibition, % at 10 µM. S. cerevisiae Candida pump triplex. hit rate 0.44% among 330,000;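 active = plate passing quality check with inhibition over a set limit, or well fluorescence over plate mean plus 4 SD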;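 also: Nile Red retained in pooled yeast measured as flow cytometry median fluorescence; 0% = buffer negative control and 100% = Enniatin B positive control; higher means more Nile Red kept so more efflux inhibition; some compounds called inactive have numbers as strong as hits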
core dimer inh: inhibitors of HCV core protein dimerization, primary screen, biochemical, TR-FRET, high-throughput; TR-FRET GST/Flag-core106 dimerization, 1536-well; hit rate 0.33% among 300,000; inhibition, % at 5 µM;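 active = inhibition above the mean of all tested compounds plus 3 SD, set per screening campaign, cut at about 45% in these data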
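System: GST-tagged and Flag-tagged HCV core protein residues 1-106 / Input: core106 proteins, GST 13.5 nM and Flag 17 nM / Buffer or medium: KF-containing HEPES buffer, pH 7.45, DTT, CHAPS, BSA / Probe or stimulus: Eu-anti-GST and XL665-anti-Flag labelled anti-tag antibodies / Schedule: 4 h, 22.5 °C incubation / Technique: TR-FRET 671 and 617 nm emission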
TPT1 inh: Candida albicans TPT1 enzyme inhibitors, primary screen, biochemical, fluorescence polarization; tRNA 2'-phosphotransferase TPT1 (Candida albicans SC5314); recombinant caTPT1, FP RNA substrate dephosphorylation; AID 1962, 2009; hit rate 0.81% among 300,000; inhibition, % at 5 µM;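 active = inhibition above the mean of all tested compounds plus 3 SD, set per screening campaign, cut at about 24% in these data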;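 also: plate controls were DMSO alone for no effect and ferristatin control at 100 nM for full effect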
procasp7 counter: procaspase-7 activators, primary screen, counter-screen for procaspase-3 activator project, biochemical, absorbance, HTS, human | hit rate 0.093% among 330,000 | recombinant procaspase-7, Ac-DEVD-pNA absorbance 405 nm; D23A/D198A/D206A triple mutant, cannot self-cleave; scale: DMSO 0, 5 µM enzyme 100 | activation, % at 8.5 µM | AID 463210, 2010 | Caspase-7 (Homo sapiens), P55210;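 active = percent activation above the screen-wide mean plus 3 SD, cut at about 25% in these data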
Target sequence (P55210 whole entry D23A/D198A/D206A): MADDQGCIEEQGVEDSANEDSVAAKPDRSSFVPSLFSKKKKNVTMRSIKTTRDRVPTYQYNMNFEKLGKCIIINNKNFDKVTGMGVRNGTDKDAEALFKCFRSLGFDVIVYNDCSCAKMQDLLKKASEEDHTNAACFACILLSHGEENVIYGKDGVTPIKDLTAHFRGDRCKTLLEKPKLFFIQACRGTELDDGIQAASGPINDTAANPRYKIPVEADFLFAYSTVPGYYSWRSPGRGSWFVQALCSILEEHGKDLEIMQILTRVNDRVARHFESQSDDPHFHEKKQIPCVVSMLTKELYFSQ
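Assay system: Uncleavable procaspase-7 mutant enzyme | Input: 2 µM procaspase-7 mutant as dispensed | Timing: 1 h compound preincubation, 2 h substrate cleavage, 25 °C | Repeats: One well per compound | Control set: DMSO wells as 0%, DMSO with 5 µM added PC-7 as 100% | Technique: Epi-absorbance of released pNA at 405 nm, two timepoints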
proCasp3 act: activators of human procaspase-3 D3A mutant, primary screen, biochemical, absorbance, PC-3 D3A mutant, single concentration. hit rate 0.11% among 330,000. AID 463141, 2010. recombinant procaspase-3 D3A, Ac-DEVD-pNA absorbance 405 nm. activation, % at 8.5 µM;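 active = activation above the mean of all tested compounds plus 3 SD, cut at about 21% in these data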;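 also: 0% = DMSO alone and 100% = DMSO wells spiked with extra 5 µM PC-3 D3A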
Target sequence (P42574 whole entry D9A/D28A/D175A): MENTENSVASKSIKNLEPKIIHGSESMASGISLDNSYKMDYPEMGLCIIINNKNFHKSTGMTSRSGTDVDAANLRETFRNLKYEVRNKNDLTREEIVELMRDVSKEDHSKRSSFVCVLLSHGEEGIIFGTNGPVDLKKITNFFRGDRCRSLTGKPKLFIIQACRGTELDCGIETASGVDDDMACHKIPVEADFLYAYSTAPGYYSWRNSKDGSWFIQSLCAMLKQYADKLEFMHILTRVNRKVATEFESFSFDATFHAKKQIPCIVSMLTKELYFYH
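Assay system – Procaspase-3 D3A mutant, all three cleavage aspartates alanine · Controls – DMSO-only low control, 5 µM PC-3 D3A high control · Schedule – 1 h compound preincubation, 2 h substrate hydrolysis at 25 °C · Signal – 405 nm absorbance of p-nitroaniline, reads at 0 and 120 min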
JMJD2C inh: inhibitors of GASC-1 histone demethylase, primary screen, biochemical, fluorescence, DELFIA europium. Lysine-specific demethylase 4C (Homo sapiens), Q9H3R0. GST-JMJD2C(1-420) H3K9me3 demethylation. inhibition, % at 2.35 µM. hit rate 0.069% among 330,000;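 active = more than half of a compound's replicate wells show inhibition beyond 50%, single wells judged on their own value; inconclusive = some, but no more than half, of replicates pass 50% inhibition; inactive = no replicate passes 50% inhibition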;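 also: signal counts dimethyl H3K9 product captured on neutravidin plate; 0% = median of DMSO wells and 100% = 0.3 times that DMSO median; strong numbers were not always called active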
PP1 counter: PP1-alpha phosphatase inhibitors, primary screen, counter-screen for PP5 inhibitor project, biochemical, fluorescence, OMFP substrate, single point. purified PP1alpha. inhibition, % at 6.7 µM. hit rate 0.9% among 320,000. AID 2235, 2010;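 active = inhibition above the mean inhibition of all tested compounds plus 3 SD, computed separately for each screening campaign, cut at about 15% in these data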
The depositor's hits bear a star; u = inconclusive; x = not tested or not shown; & = joins results of further samples.

entry	smiles	PP5 primary	Fh CTSL1 inh	Efflux pump mplx	core dimer inh	TPT1 inh
1	O=C(NC(=S)NC1CCCCC1)c1ccccc1	4.2	1	0.0	-3	0
2	COc1ccccc1OCC(=O)NNC(=O)c1ccc2c(=O)n3c(nc2c1)CCC3	-6.9	-17	-0.2	-20	-2
3	COc1ccc(-c2nn(-c3ccccc3)cc2/C=N/NC(=O)c2ccc3c(c2)OCO3)cc1	2.7	16	-0.1	33	-6
4	CC(=O)Nc1ccc(NS(=O)(=O)c2ccc3ccccc3c2)cc1	2.5	-1	-0.2	-8	2
5	Clc1ccc(Cc2ccc(SCc3ccccc3)nn2)c(Cl)c1	-0.4	-1	-0.1	3	-5
6	CSc1nnc(C(C)(C)C)c(=O)n1/N=C/c1c(O)ccc2ccccc12	-0.7	7	-0.1	4	0
7	CSCCC(NC(=O)c1ccc(Cl)cc1Cl)C(=O)NNC(=O)c1ccncc1 (stereo not given)	-0.2	x	0.0	x	x
8	CCN1C(=O)N[C@@H](c2cccc(C(F)(F)F)c2)C(C(=O)OC)=C1C	2.7	1	0.0	-13	2
9	COc1cc(COc2ccc3c(C)c(CC(=O)O)c(=O)oc3c2C)cc(OC)c1OC	2.4	1	0.1	1	-1
10	Cc1cccc(NC(=O)CCCCCN2C(=O)c3ccccc3C2=O)n1	1.6	-1	-0.1	2	0

entry	procasp7 counter	proCasp3 act	JMJD2C inh	PP1 counter
1	-8	-1	9	1
2	1	-10	-2	3
3	-6	-3	-1	-5
4	-1	6	5	-3
5	4	13	-3	1
6	-3	-6	15	-4
7	2	-5	-1	-5
8	3	3	2	0
9	0	-10	-1	0
10	-1	-5	-1	0

Continued:
entry	smiles	PP5 primary	Fh CTSL1 inh	Efflux pump mplx	core dimer inh	TPT1 inh
11	NC(=O)COC(=O)CNC(=O)c1cc(Cl)cc([N+](=O)[O-])c1	0.8	-2	0.0	0	-7
12	COc1ccc(NC(=O)C2CCN(C(=O)c3ccccc3)CC2)c(OC)c1	0.4	-2	0.0	-5	-1
13	CC1(C)CC(=O)c2c(Cc3ccccc3)n[nH]c2C1	2.5	6	0.0	0	4
14	CCOC(=O)c1nc2sc3c(c2c(=O)n1C(C)C(=O)OCC)CCCC3 (stereo not given)	0.6	0	0.3	5	1
15	O=C(NCCc1ccc(F)cc1)N[C@@H](Cc1ccccc1)C(=O)O	1.1	-2	-0.2	-6	0
16	CCOC(=O)CC(NC(=O)c1ccccc1F)c1ccc(C)cc1 (stereo not given)	-1.1	-5	0.8	-3	-2
17	CCOC(=O)C1=C(CSc2nc(C)ccc2C#N)OC(N)=C(C#N)C1c1cccc(OC)c1OC (stereo not given)	4.7	1	-0.1	7	-1
18	CN(CC(=O)NC(=O)NCc1ccco1)CC(=O)Nc1ccccc1Cl	-1.2	-5	0.0	7	4
19	CC(C)Nc1cc(N2CCCC2)ccc1[N+](=O)[O-]	0.3	3	0.0	-3	-3
20	O=C(NC1CCCC1)C1CCC(=O)N1CCc1ccccc1 (stereo not given)	3.1	-1	-0.4	-6	-1

entry	procasp7 counter	proCasp3 act	JMJD2C inh	PP1 counter
11	-1	-2	7	0
12	0	2	4	-4
13	2	1	0	-2
14	5	-6	-10	1
15	6	0	-1	2
16	2	-3	11	-2
17	-3	-6	6&2	1
18	7	5	4	-3
19	-1	-22	6	-1
20	10	2	-1	-4

Single records, from the list above. Screens in order: PP5 primary	Fh CTSL1 inh	Efflux pump mplx	core dimer inh	TPT1 inh	procasp7 counter	proCasp3 act	JMJD2C inh	PP1 counter
`COc1ccc(-c2nn(-c3ccccc3)cc2/C=N/NC(=O)c2ccc3c(c2)OCO3)cc1` reads 2.7	16	-0.1	33	-6	-6	-3	-1	-5
`O=C(NC(=S)NC1CCCCC1)c1ccccc1` reads 4.2	1	0.0	-3	0	-8	-1	9	1
`CSc1nnc(C(C)(C)C)c(=O)n1/N=C/c1c(O)ccc2ccccc12` reads -0.7	7	-0.1	4	0	-3	-6	15	-4
`COc1cc(COc2ccc3c(C)c(CC(=O)O)c(=O)oc3c2C)cc(OC)c1OC` reads 2.4	1	0.1	1	-1	0	-10	-1	0
`Clc1ccc(Cc2ccc(SCc3ccccc3)nn2)c(Cl)c1` reads -0.4	-1	-0.1	3	-5	4	13	-3	1

Additional structures follow.
entry	smiles	PP5 primary	Fh CTSL1 inh	Efflux pump mplx	core dimer inh	TPT1 inh
21	COC(=O)c1c(C(=O)OC)c(-c2cccc(Cl)c2)n2c1CS(=O)(=O)C2	1.1	-3	0.1	-17	-4
22	CC(Oc1ccccc1)c1ccnc2nc(/N=C/N(C)C)nn12 (stereo not given)	1.6	4	0.2	0	-7
23	C#CCOCCOCCOCCNc1nc(N2CCN(C(=O)C([C@@H](C)O)n3cc([C@@H](N)CCCCN)nn3)CC2)nc(N2CCN(C(=O)[C@H](CCC(=O)O)n3cc([C@@H](N)[C@H](C)CC)nn3)CC2)n1 (stereo not given in full)	x	x	0.2	x	x
24	Cc1ccc(S(=O)(=O)N(CC(=O)Nc2cccnc2)c2ccc(Br)cc2)cc1	-0.1	1	-0.1	11	2
25	COc1ccc(CCNC(=O)CC(Cc2ccccc2)C(=O)O)cc1OC (stereo not given)	-1.3	-1	-0.1	2	-1
26	COc1ccc(-c2cc(C(=O)N3CCCc4ccccc43)no2)cc1	1.5	-1	0.0	4	-3
27	Cc1cccc(Cn2cnc3c(N)c(C)c(C)cc32)c1	0.4	3	-0.8	-4	4
28	CCOC(=O)C1(CCOc2ccccc2)CCN(Cc2cc(OC)ccc2OC)CC1	3.7	1	0.0	-2	5
29	COCCNC(=O)C1CCN(C(=O)C2CC(=O)N(c3ccc(C)cc3)C2)CC1 (stereo not given)	2.7	2	-0.3	-1	2
30	CCCCCNC(=O)CCCCn1c(=O)[nH]c2cc(OCC)c(OCC)cc2c1=O	-0.6	5	0.0	0	-5

entry	procasp7 counter	proCasp3 act	JMJD2C inh	PP1 counter
21	-17	-4	5	-1
22	-1	-4	7	-3
23	-3	3	-27	x
24	10	-6	-1	4
25	-10	4	-5	-2
26	7	-7	-2	-1
27	-5	-4	-15	-4
28	3	-4	-2	4
29	-3	-6	-8	0
30	-3	7	1	-1

The listing continues.
entry	smiles	PP5 primary	Fh CTSL1 inh	Efflux pump mplx	core dimer inh	TPT1 inh
31	CC(Oc1ccc2c3c(c(=O)oc2c1)CCC3)C(=O)NCCCn1ccnc1 (stereo not given)	-0.3	5	-0.1	-7	1
32	O=C(c1ccccc1)N1CCN(Cc2c[nH]c3ccccc23)CC1	0.7	-1	0.1	2	-1
33	CC(=O)c1ccc(NC(=O)c2cccs2)cc1	1.9	-2	0.0	-11	0
34	O=C(COc1cccc2ccccc12)Nc1nc2ccccc2[nH]1	10*	-5	0.0	-3	1
35	CC(C)c1ccc(N(CC(=O)NC(C)(C)C)C(=O)CCC(=O)Nc2nccs2)cc1	0.5	2	0.0	5	-4
36	CCCc1cc(=O)[nH]c(SCc2cccnc2)n1	2.5	-3	0.1	2	1
37	Cc1ccc(N2C(=O)C3C4C=CC(C4)C3C2=O)cc1 (stereo not given)	3.6	-2	-0.3	0	0
38	O=C(NCCc1ccc(Cl)cc1)c1ccc(=O)[nH]c1	1.9	-1	-0.1	11	1
39	CCN(CC)c1ccc(/C=N/Nc2nc(C)cc(=O)[nH]2)cc1	1.4	4	0.5	-22	0
40	CC(C)OC(=O)C1C(=O)CC(C)(O)C(C(=O)OC(C)C)C1c1cccnc1 (stereo not given)	-1.9	2	0.0	-1	-3

entry	procasp7 counter	proCasp3 act	JMJD2C inh	PP1 counter
31	0	3	u	-3
32	-1	6	-10	-6
33	1	1	-15	0
34	2	2	4	0
35	8	4	6	-2
36	2	0	x	0
37	3	3	9	-1
38	4	-3	-4	-2
39	-6	-11	15	0
40	-6	-12	40	-2

Additional entries:
entry	smiles	PP5 primary	Fh CTSL1 inh	Efflux pump mplx	core dimer inh	TPT1 inh
41	CCC1(CC)C(=O)C2=C3C1[C@H](C(=O)OC)CC(C(=O)OC)C[C@H]3n1c(=O)n(C)c(=O)n1[C@H]2C (stereo not given in full)	3.4	-1	0.0	6	-3
42	Cc1sc2nc(SCC(=O)N3CCCC3)[nH]c(=O)c2c1C	3.0	-1	0.2	-4	0
43	CC(Sc1nc2ccccc2s1)C(=O)Nc1nnc(C(C)C)s1 (stereo not given)	0.9	-1	-0.1	6	-1
44	CC(=O)c1ccc(NC(=O)Nc2ccc(Br)cc2C)cc1	3.3	0	-0.1	-6	-3
45	Cn1nnc(NC(=O)c2ccc(C(C)(C)C)cc2)n1	-2.6	0	0.0	-5	-5
46	CCOC(=O)c1nnn(-c2nonc2-n2cccc2)c1-c1cccc([N+](=O)[O-])c1	-0.5	-4	0.1	8	4
47	COc1cc(C(=O)NNC(=O)CN2C(=O)NC(C)(c3ccc(C)cc3)C2=O)cc(OC)c1OC (stereo not given)	1.3	x	0.1	x	x
48	Cc1nnc(NC(=O)c2csc3c2CCCC3)s1	3.6	5	0.0	-3	-3
49	COC(=O)c1cc(C(=O)c2ccc(C(C)(C)C)cc2)c[nH]1	3.7	5	0.3	0	-4
50	CC1=NN(c2ccccc2)C(=O)/C1=C\C=C1/N(C)c2ccccc2C1(C)C	10*	5	0.3	-4	74*

entry	procasp7 counter	proCasp3 act	JMJD2C inh	PP1 counter
41	8	1	8	-2
42	-2	8	1	-2
43	-7	-3	7	2
44	-4	10	-6	1
45	12	6	9	-1
46	14	6	13	2
47	-4	6	24	-2
48	4	3	6	0
49	-5	-1	-18	-1
50	-3	-14	5	9

Marked active in TPT1 inh (from the list above):
| No. | Molecule | PP5 primary | Efflux pump mplx | core dimer inh | TPT1 inh | proCasp3 act | JMJD2C inh |
| --- | --- | --- | --- | --- | --- | --- | --- |
| 50 | CC1=NN(c2ccccc2)C(=O)/C1=C\C=C1/N(C)c2ccccc2C1(C)C | 10* | 0.3 | -4 | 74* | -14 | 5 |

Screening data (PubChem)
